APJ agonist = activates the human apelin receptor APJ; activation, % at 20 µM; AID 2520; P35414; 330,000 compounds, 0.11% hits; CHO-K1 APJ PathHunter beta-arrestin, luminescence; 0% DMSO wells, 100% apelin;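 active = activation more than six SD over the plate average, tested at 20 µM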;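 also: 0% = DMSO alone and 100% = apelin-13 at 10 nM; some results filed as inactive read as strong as hits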
Target sequence (P35414 whole entry, looked up): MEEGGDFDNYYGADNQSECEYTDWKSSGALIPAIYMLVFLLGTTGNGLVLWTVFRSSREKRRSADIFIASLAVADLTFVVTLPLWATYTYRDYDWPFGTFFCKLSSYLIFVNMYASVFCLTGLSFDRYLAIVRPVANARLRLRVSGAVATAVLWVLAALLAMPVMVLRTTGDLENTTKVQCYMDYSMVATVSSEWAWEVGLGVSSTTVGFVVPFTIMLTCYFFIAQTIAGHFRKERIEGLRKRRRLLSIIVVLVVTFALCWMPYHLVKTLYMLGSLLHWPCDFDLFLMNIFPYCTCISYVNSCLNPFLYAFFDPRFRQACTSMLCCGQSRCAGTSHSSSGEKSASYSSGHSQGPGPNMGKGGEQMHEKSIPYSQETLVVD
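Test system: CHO-K1 APJ beta-arrestin complementation cell line | Compound: Single test compound dose, 20 µM final, 1% DMSO | Incubation: Compound 90 min 25 °C, reagent 1 h | Measured by: beta-gal luminescence | Read-out basis: APJ–arrestin association signal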
EBI2 antag = EBI2 (human) antagonism | P32249 | inhibition, % at 5 µM | 360,000 compounds, 0.81% hits | EBI2 beta-arrestin recruitment, luminescence, 7a,25-OHC stimulated; in the data active = inhibition above about 38%;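 also: enzyme fragment complementation signal reports receptor beta-arrestin coupling in cells; 0% = agonist plus DMSO wells and 100% = wells without agonist; some results beyond the cut were filed as inactive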
UBC13 polyUb = inhibitors of human UBC13 polyubiquitin chain formation; TR-FRET; inhibition, % at 20 µM; P61088; AID 485273; 330,000 compounds, 0.47% hits; in the data active = inhibition above about 45%, passing the limit was not always enough
Target sequence (P61088 whole entry, looked up): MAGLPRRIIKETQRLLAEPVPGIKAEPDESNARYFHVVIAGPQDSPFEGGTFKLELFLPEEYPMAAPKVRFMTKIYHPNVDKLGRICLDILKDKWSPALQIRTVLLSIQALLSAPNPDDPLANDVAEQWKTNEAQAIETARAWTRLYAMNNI
ATG4B inh = blocks human ATG4B protease cleavage of LC3 substrate. ATG4B cleavage of LC3-PLA2, NBD-HPC fluorescence, 1 h. inhibition, % at 8.33 µM. 340,000 compounds, 0.51% hits. AID 504462; in the data active = inhibition above about 40%
CCR6 antag = blocks CCL20-driven beta-arrestin recruitment at human CCR6; P51684; CHO-K1 CCR6 PathHunter beta-arrestin, luminescence, CCL20-stimulated; inhibition, % at 20 µM; 340,000 compounds, 0.49% hits;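 active = compounds whose inhibition of the agonist-driven luminescence signal at 20 µM reaches about 50%, limit read from the data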;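 also: cells stimulated with CCL20 at 14 nM final; plate controls were DMSO with CCL20 for no effect and DMSO without agonist for full effect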
Target sequence (P51684 whole entry, looked up): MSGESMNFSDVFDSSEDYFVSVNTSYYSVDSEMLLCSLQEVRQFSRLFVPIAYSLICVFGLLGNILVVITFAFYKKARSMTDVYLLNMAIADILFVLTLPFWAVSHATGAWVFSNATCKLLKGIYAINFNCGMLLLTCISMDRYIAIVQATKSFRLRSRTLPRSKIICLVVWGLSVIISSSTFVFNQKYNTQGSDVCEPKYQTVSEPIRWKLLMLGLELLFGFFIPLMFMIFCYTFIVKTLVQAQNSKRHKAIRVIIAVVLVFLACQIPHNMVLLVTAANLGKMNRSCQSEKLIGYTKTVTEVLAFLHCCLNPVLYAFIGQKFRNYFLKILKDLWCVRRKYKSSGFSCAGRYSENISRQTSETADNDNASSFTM
CXCR6 inh = CXCR6 (human) receptor inhibition; O00574; CHO-K1 PathHunter CXCR6 beta-arrestin, luminescence; 360,000 compounds, 0.36% hits; inhibition, % at 20 µM; in the data active = inhibition above about 34%, passing the limit was not always enough;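 also: antagonist mode with CXCL16 agonist at 10 nM final; 0% = 10 nM CXCL16 with DMSO and 100% = unstimulated wells without agonist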
Gli-Sufu block = blocks Gli-Sufu signaling in a luciferase reporter | inhibition, % at 5 µM | AID 588413 | Sufu-KO-LIGHT fibroblasts, Gli luciferase reporter luminescence | 340,000 compounds, 0.74% hits;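 active = inhibition above about 55%, limit read from the data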;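 also: 0% = DMSO-treated cells and 100% = wells with medium but no cells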
APJ antag = APJ receptor antagonism. P35414. CHO-K1 APJ beta-arrestin complementation, luminescence. inhibition, % at 20 µM. 330,000 compounds, 0.32% hits. AID 2521;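 active = inhibition above about 40% at 20 µM, limit read from the data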;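 also: cells challenged with 10 nM apelin-13 agonist together with compound; plate controls were apelin-13 plus DMSO wells for no effect and DMSO wells lacking apelin-13 for full effect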
* hit, by the source's call; / = not tested or not shown.

no.	Structure	CXCR6 inh	APJ antag	APJ agonist	EBI2 antag	CCR6 antag	ATG4B inh	UBC13 polyUb	Gli-Sufu block
1	O=C(CNC(=S)N(Cc1ccccc1)Cc1cccnc1)NC1CCCCC1	-16	2	-4	-6	-8	-6	16	-1
2	CCOc1ccccc1NC(=S)NC1CCCCC1	0	9	-3	-19	19	-1	19	2
3	CC(C)C[C@@H](CN)NC(=O)c1nc[nH]c1C(=O)N[C@@H](Cc1ccccc1)C(=O)CNC[C@H](C)NC(=O)c1nc[nH]c1C(=O)N[C@@H](CC(C)C)C(=O)O	-2	/	/	-2	-3	-5	/	-3
4	COCCN(CCOC)C(=O)CN1C(=O)NC2(CCCc3sccc32)C1=O (stereo not drawn)	-2	-1	2	-8	-7	-2	6	15
5	Cc1cc(C)cc(Nc2ccc([N+](=O)[O-])nc2[N+](=O)[O-])c1	-12	-23	9	2	-2	-13	-17	0
6	OCCCNc1nnc(-c2ccccc2)c2ccccc12	-4	9	-2	1	7	-6	3	7
7	COc1ccc(NC(=O)c2ccco2)c(OC)c1	9	16	-3	0	-22	3	-4	12
8	O=C(NCC1CCCO1)c1ccccc1-c1nc(-c2ccccc2)no1 (stereo not drawn)	3	5	-5	6	-11	7	0	-1

no.	Structure	CXCR6 inh	APJ antag	APJ agonist	EBI2 antag	CCR6 antag	ATG4B inh	UBC13 polyUb	Gli-Sufu block
9	NC(=O)C1CCN(C(=O)/C=C/c2ccccc2[N+](=O)[O-])CC1	-4	-5	-1	1	4	-7	1	9
10	CCOC(=O)c1c(C2COc3ccccc3O2)csc1NC(=O)c1ccco1 (stereo not drawn)	8	43*	-9	23	10	-11	11	11
11	Cn1c(=O)c2[nH]c(C(O)c3ccc(Cl)cc3)nc2n(C)c1=O (stereo not drawn)	0	/	/	-9	3	-1	/	-5
12	Cc1c(C)c2ccc(OCC(=O)NCCCn3ccnc3)c(C)c2oc1=O	0	-6	-5	-6	-9	-8	11	4
13	O=C(COc1ccc(Cl)cc1)Nc1nc(-c2cccs2)cs1	-14	-1	-2	9	9	-10	0	-4
14	CC(C)N(Cc1ccccc1)C(=O)CN1C(=O)NC2(CCOc3ccccc32)C1=O (stereo not drawn)	-3	7	-2	1	-2	-12	-8	-16
15	Cc1onc(-c2c(Cl)cccc2Cl)c1C(=O)NC(C)(C)CO	2	-18	-1	-1	7	-6	-12	-5
16	Cn1c(CN2CCCCC2)nc2cc([N+](=O)[O-])ccc21	0	10	-3	5	-14	-14	-5	-21

no.	Structure	CXCR6 inh	APJ antag	APJ agonist	EBI2 antag	CCR6 antag	ATG4B inh	UBC13 polyUb	Gli-Sufu block
17	CCOC(=O)c1sc(=S)n(C)c1NC(=O)c1ccccc1Cl	-8	-8	-1	-2	19	-7	-11	-5
18	O=C(CN1C(=O)c2cccc3cccc(c23)C1=O)NCCCO	-22	5	-3	-3	4	-6	-6	0
19	CCOC(=O)Cc1csc(NC(=O)c2ccc3ccccc3n2)n1	15	0	-5	-2	28	-16	-6	10
20	O=C(NCCCn1ccnc1)c1cc([N+](=O)[O-])cc([N+](=O)[O-])c1	-9	-50	3	-8	-7	-11	1	-8
21	O=C(COC(=O)CNS(=O)(=O)c1ccc(Br)cc1Cl)Nc1ccc(N2CCOCC2)cc1	-23	-1	-3	-8	-10	-4	-4	-12
22	FC(F)(F)C1=CC(c2ccc(Cl)cc2)=NCCN1	1	8	-2	-6	-2	5	-2	-2
23	CCOC(=O)C1=C(C)C(c2ccccc2)NC(=S)N1 (stereo not drawn)	-1	-15	2	-3	-3	3	-4	3
24	O=C(CCc1ccc(S(=O)(=O)N2CCOCC2)cc1)OCc1nc2ccccc2s1	-8	9	4	2	-9	-6	5	-19

For convenience, part of the list above.
no.	Structure	CXCR6 inh	APJ antag	APJ agonist	EBI2 antag	CCR6 antag	ATG4B inh	UBC13 polyUb	Gli-Sufu block
16	Cn1c(CN2CCCCC2)nc2cc([N+](=O)[O-])ccc21	0	10	-3	5	-14	-14	-5	-21
17	CCOC(=O)c1sc(=S)n(C)c1NC(=O)c1ccccc1Cl	-8	-8	-1	-2	19	-7	-11	-5
18	O=C(CN1C(=O)c2cccc3cccc(c23)C1=O)NCCCO	-22	5	-3	-3	4	-6	-6	0
19	CCOC(=O)Cc1csc(NC(=O)c2ccc3ccccc3n2)n1	15	0	-5	-2	28	-16	-6	10

Remaining list, next part.
no.	Structure	CXCR6 inh	APJ antag	APJ agonist	EBI2 antag	CCR6 antag	ATG4B inh	UBC13 polyUb	Gli-Sufu block
25	N/C(=N\OC(=O)c1cccc2ccccc12)c1cccc([N+](=O)[O-])c1	-8	-70	10	-4	8	-18	-2	-2
26	COCc1cc(=O)n2[nH]c(-c3ccccc3)cc2n1	2	15	-1	6	6	1	-1	-4
27	CCOCc1cn(CC(=O)c2ccc(Cl)cc2)c(C)nc1=N	-14	8	0	-17	5	4	2	1
28	CC(=O)c1cccc(NC(=O)CSc2nc3ccccc3c(=O)n2CCCN2CCOCC2)c1	-3	-1	0	2	3	-8	5	4
29	CC(=O)CCC(=O)N1CCC(n2nccc2NC(=O)c2ccccc2C)CC1	0	3	-2	-5	15	0	-2	13
30	O=C(CN1CCN(S(=O)(=O)c2ccc(Br)s2)CC1)N1CCCCC1	-3	-20	5	-8	-3	0	-8	-9
31	CSc1ncccc1C(=O)NCCc1ccccc1	4	-2	-4	3	1	6	4	9
32	O=c1[nH]cnc(O)c1C(c1ccc(F)cc1)c1c(O)nc[nH]c1=O	2	6	1	-7	10	2	-3	37

no.	Structure	CXCR6 inh	APJ antag	APJ agonist	EBI2 antag	CCR6 antag	ATG4B inh	UBC13 polyUb	Gli-Sufu block
33	COc1ccc(/C=N/OC(=O)c2ccc(Cl)cc2)c(Cl)c1OC	2	-5	2	22	5	4	6	38
34	CCC(C(=O)OC)n1cnc2scc(-c3ccc(C)cc3)c2c1=O (stereo not drawn)	-4	10	1	-3	29	7	7	-9
35	CC(CCc1ccccc1)NC(=O)COC(=O)c1ccc(S(C)(=O)=O)c([N+](=O)[O-])c1 (stereo not drawn)	31	5	7	10	50*	-12	-2	1
36	CN1CCCC(OC(=O)COc2ccccc2)C1 (stereo not drawn)	2	0	2	2	15	-2	2	1
37	CCO[C@@H]1OC(C(=O)N2CCN(C)CC2)=C[C@H](c2csc3ccccc23)[C@H]1CCCO	1	17	-5	7	22	4	18	12
38	C[C@@H]1NC(=O)[C@@]2(C)[C@@H](c3ccccc3)[C@H]3COc4ccccc4[C@@H]3N2C1=O	-3	17	0	-10	-8	-6	7	6
39	CCc1ccc(NC(=O)C(NS(=O)(=O)c2cccc3nsnc23)c2ccccc2)cc1 (stereo not drawn)	7	8	2	-23	27	-16	-8	-8
40	COc1ccc(-n2c(SCC(=O)NNC(=O)c3ccc(C)cc3)nnc2-c2ccncc2)cc1	-9	5	-2	55*	-1	-1	20	3

no.	Structure	CXCR6 inh	APJ antag	APJ agonist	EBI2 antag	CCR6 antag	ATG4B inh	UBC13 polyUb	Gli-Sufu block
41	CCCCC(=O)Nc1ncc(Br)s1	0	12	-2	0	5	17	2	-7
42	CCC(Sc1ncccc1C(=O)Oc1cccc([N+](=O)[O-])c1)C(=O)Nc1ccccc1OC (stereo not drawn)	3	-6	0	16	16	11	5	7
43	CCOc1cccc(NC(=O)Cc2cccs2)c1	10	5	0	-10	3	-7	9	-4
44	COc1ccc(Cc2nc3ccc(C(=O)N(C)CC4COCCO4)cc3o2)cc1 (stereo not drawn)	5	-47	-5	13	0	1	0	26
45	Cc1ccc(C)c(OCCn2cc(C(=O)O)c3ccccc32)c1	6	-8	-1	-11	-7	3	-4	0
46	Cc1cc(C(=O)CN2C(=O)NC3(CCCC3)C2=O)c(C)n1-c1ccc2c(c1)OCO2	4	4	1	9	14	-2	2	-27
47	Fc1cccc(Nc2ncnc3c2cnn3-c2ccccc2)c1	-1	-14	-1	11	4	-9	14	-42
48	Cc1onc(-c2ccccc2)c1CNS(=O)(=O)c1ccccc1[N+](=O)[O-]	-7	-5	0	-10	6	5	5	0

no.	Structure	CXCR6 inh	APJ antag	APJ agonist	EBI2 antag	CCR6 antag	ATG4B inh	UBC13 polyUb	Gli-Sufu block
49	C=CCn1c(=N)n(CC(=O)c2ccc(Br)cc2)c2ccccc21	2	-15	-4	10	8	4	18	-8
50	COc1ccc(-c2nn3c(-c4ccccc4)nnc3s2)cc1OC	-1	-14	-3	-10	7	-15	10	-3
51	CCOC(=O)c1c(C)[nH]c(C)c1C(=O)COC(=O)c1ccc(O)cc1	-8	5	-1	-9	6	-6	-1	6
52	CCC(C)C1C(C#N)=C(N)Oc2n[nH]c(-c3ccccc3)c21 (stereo not drawn)	-5	0	-1	0	0	-12	0	7
53	NNC(=O)C(Cc1cnc[nH]1)NC(=O)OCc1ccccc1 (stereo not drawn)	0	-1	-2	-4	11	2	4	6
54	Cc1ccc(C(=O)COC(=O)CCS(=O)(=O)c2ccccc2)cc1[N+](=O)[O-]	26	39	-9	5	29	-7	-9	-7
55	CCOc1cc2[nH]c(=O)n(Cc3ccc(C(=O)NCCCN4CCCC4=O)cc3)c(=O)c2cc1OCC	10	6	4	-6	-4	-15	3	-4
56	CCCCc1cc(=O)oc2cc(C)cc(OC(C)C(=O)O)c12 (stereo not drawn)	5	5	-2	-2	10	-6	-1	3

no.	Structure	CXCR6 inh	APJ antag	APJ agonist	EBI2 antag	CCR6 antag	ATG4B inh	UBC13 polyUb	Gli-Sufu block
57	Cc1ccc(NC(=O)C2CCCN(S(=O)(=O)c3c(C)noc3C)C2)cc1 (stereo not drawn)	1	-1	-3	-3	-4	-10	9	0
58	CCO/C(=C/c1sc2ccc(OC)cc2[n+]1CCCS(=O)(=O)[O-])CC	9	-7	-4	-5	-6	-1	1	11
59	COc1ccc(C)cc1C1=CC(=O)C[C@H](c2ccc(F)cc2)C1	1	10	-2	1	9	8	-10	13
60	COc1cccc(/C=N/NC(=O)c2nnn(-c3nonc3N)c2-c2cccs2)c1	-9	-2	-2	2	-1	-6	-8	-17
61	CCc1nc2ccc(F)cc2c(C(=O)NC2CCCCC2C)c1C (stereo not drawn)	-2	4	-5	4	14	-6	6	10
62	CNC(=O)C(=O)NCCC1CCCCN1S(=O)(=O)c1cccs1 (stereo not drawn)	0	0	-1	-3	8	-5	-1	-12
63	CC1CC(C)CN(CCCNC(=O)Cn2ncc3c([nH]c4ccccc43)c2=O)C1 (stereo not drawn)	-6	10	5	5	-8	0	2	26
64	N#CCSc1nc2sccc2c(=O)n1-c1ccccc1	7	-4	0	-4	18	7	-4	-6

no.	Structure	CXCR6 inh	APJ antag	APJ agonist	EBI2 antag	CCR6 antag	ATG4B inh	UBC13 polyUb	Gli-Sufu block
65	Nc1ccc2nc(COc3ccccc3)[nH]c2c1	-5	-3	0	8	17	-3	-2	-2
66	Cc1cc(OCC(=O)Nc2cccnc2)c2c(C)cc(=O)oc2c1	1	-2	1	-6	6	-4	9	-2
67	Cc1cc(C)c(S(=O)(=O)c2ccc(F)cc2C)c(=O)[nH]1	1	-5	-2	-1	-2	-4	5	-2
68	CCCn1c(SCC(=O)Nc2sc(C)c(C)c2C#N)nnc1C(C)C	-7	15	-6	-11	5	-13	1	-1
69	O=C(CCS(=O)(=O)c1cccs1)N1CCCC1	1	-1	-3	1	9	-5	13	-17
